Cneo AK release – Cryptococcus neoformans lysis via adenylate kinase release. lysis activity, % at 15 µM. hit rate 0.2% among 360,000. C. neoformans lysis, adenylate kinase release luminescence, 4 h; normalised: neutral wells 0, clomiphene wells 100;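 active = mean lysis activity across replicates of at least 80%, whatever share of replicates individually reach that level; inactive = mean lysis activity below 80%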
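Assay system: C. neoformans cells. Amount: yeast cell density of 5 × 10^6 cells/mL. Technique: AK luminescence. Buffer or medium: YPD. Times: static 4 h at 37 °C with compound, 1 h detection. Dosing: single-point compound dose. Read-out: lysis from increased AK signal.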
PGC1a acetyl inh – lowers PGC1a acetylation signal in U2OS cells | AlphaScreen anti-acetyl-lysine; with virally co-expressed GCN5 acetyltransferase | inhibition, % at 15.6 µM | hit rate 0.17% among 350,000 | AID 651687;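 active = every replicate shows inhibition of at least 40%; inconclusive = mean inhibition at least 40% but some replicate below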;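 note: 0% = neutral control wells and 100% = positive control wells; some results beyond the cut were filed as inactive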
CFTR F508del cor – correctors of CFTR F508del function in bronchial epithelial cells | CFBE cells, YFP halide quenching; stimulated with forskolin plus potentiator P3; % fluorescence drop versus neutral controls | activity (quench increase), % at 7.58 µM | hit rate 0.36% among 350,000;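 active = mean added fluorescence quench of at least 8% versus neutral control, with both replicates also reaching 8%; inconclusive = only one of the mean or replicate conditions met; inactive = mean below 8% and not both replicates reaching 8%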;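 note: cells transiently co-express mutant CFTR-F508del with the halide-sensitive YFP; corrector assay measuring rescue of mutant channel to the surface after 24 h compound exposure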
miR-122 sensor – inhibitors of miR-122 in Huh7 cells. Huh7 miR-122 Renilla luciferase sensor, 48 h; neutral wells = 0, positive control = 100. activation (reporter increase), % at 12.5 µM. hit rate 0.3% among 340,000;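 active = mean replicate activation score at least 90 and every replicate individually at or above 90; inconclusive = only one of the two criteria met; inactive = neither criterion met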;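 note: higher luciferase means less miR-122 activity so hits act as miR-122 inhibitors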
Statin myotox sup – suppression of simvastatin myotoxicity | rescue of ATP level, % at 7.49 µM | hit rate 0.78% among 330,000 | C2C12 myotubes + simvastatin, ATP luminescence, 48 h; scaled: DMSO 0, geranylgeraniol control 100;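 active = mean ATP rescue above about 67%, or every replicate alone reaching that limit, limit read from the data, passing the limit was not always enough; inconclusive = no clear call, values can overlap the other calls; inactive = mean under the limit and some replicate under it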;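 note: myotubes were challenged with 10 µM simvastatin during compound exposure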
FN deposit inh – fibronectin deposition inhibition; AH1F fibroblasts, Alexa488-fibronectin deposition fluorescence, overnight; inhibition, % at 12.6 µM; hit rate 0.086% among 350,000;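 active = mean inhibition across replicates of 30% or more, regardless of how many single replicates reach that level; inconclusive = mean under 30% yet at least half of replicates reach 30%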;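 note: positive control wells lacked labelled fibronectin entirely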
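Schedule: 1 h cell adhesion before compound, then overnight fibronectin incubation; test system: AH1F fibroblast monolayer depositing Alexa488-labelled fibronectin into matrix; quantity: 10000 AH1F cells per well; probe or stimulus: fluorescent fibronectin at 24 nM final; signal: fluorescence, ex 485 nm, em 525 nm; evaluation: percent inhibition as loss of matrix-bound fibronectin fluorescence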
PglD DTNB – blocks C. jejuni PglD acetyltransferase activity. purified PglD enzyme, DTNB colorimetric CoA detection. hit rate 0.098% among 360,000. inhibition, % at 12.5 µM; in the data active = inhibition above about 16%, passing the limit was not always enough; inconclusive = no clear call, values can overlap the other calls; note: strong numbers were not always called active
GSIS activator – GLuc luminescence reporter in INS-1E cells, primary screen for activators of glucose-dependent secretion of insulin; INS-1E GLuc reporter insulin secretion, 2-3 h; activation, % at 16.6 µM; hit rate 0.61% among 370,000;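 active = lowest replicate activation of at least 40%, so every replicate reaches that level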;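 note: 0% = median of neutral control wells and 100% = median of IBMX positive control wells; some compounds called inactive have numbers as strong as hits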
Numbers without * were called inactive; ? = inconclusive; nt = no result given; [ ] = remark or other dose.

SMILES	Cneo AK release	PGC1a acetyl inh	CFTR F508del cor	miR-122 sensor	Statin myotox sup	FN deposit inh	PglD DTNB	GSIS activator
Oc1ccc(N=Nc2ccc3c(c2)OCCO3)c2ncccc12	-6	2	0.1	10	42	20	-2	22
O=C(CCc1c[nH]c2ccccc12)NC1CC1	-3	-3	nt	0	nt	0	-1	nt
O=C(N[C@H]1CC[C@H](CCNS(=O)(=O)c2ccc(F)cc2)O[C@H]1CO)C1CC1	0	-4	-2.0	nt	5	-10	-1	15
COc1ccc(S(=O)(=O)N(C)C[C@H]2Oc3ccc(NC(=O)Nc4cccc5ccccc45)cc3CC(=O)N([C@@H](C)CO)C[C@H]2C)cc1	nt	-2	-2.8	0[16.7 µM]	26	25	nt	-3
Cc1ccc(C(=O)N/N=C/c2cccnc2)cc1Cl	0	8	-0.9	5	3	2	4	9
COC(=O)CSc1nnc(CNc2nc(-c3ccccc3)cs2)n1C	-1	nt	nt	-13	nt	-4	-2	nt
O/N=C/c1ccc2ccccc2c1	3	-3	3.5	-1	12	0	-4	16
COc1ccc(/C=C2\SC(N3CCCCC3)=NC2=O)cc1OC	-4	nt	1.1	-5	6	3	4	66*
COc1ccc(NC(=O)N[C@H]2CC[C@@H](CC(=O)NC3CCC3)O[C@H]2CO)cc1	-6	-3	0.0	-1[16.7 µM]	5	nt	5	-10
CCSc1ccc(/C(N)=N/OC(=O)c2cccs2)cn1	-4	3	-1.9	-6	-7	-8	-1	-1
CC(C)C(=O)Nc1ccc2c(c1)C(=O)N(C)[C@H]1CC[C@@H](CC(=O)O)O[C@H]1CO2	3	7	0.8	33[16.7 µM]	-9	-10	1	6
O=C1CC(c2ccc(Cl)cc2)CC(O)=C1C=NCc1ccc(Cl)c(Cl)c1 (stereo unspecified)	-1	2	nt	-3	4	-4	5	nt
CCSc1ccc(C(=O)NCC(=O)O)cc1	-1	-1	-2.2	nt	1	2	-7	nt
O=C(Nc1cccc(Cl)c1)N1C[C@@H]2[C@H](c3ccccc31)[C@H](CO)N2Cc1cccnc1	1	-9	3.3	19[16.7 µM]	8	0	1	-1
COc1cc(NC(=O)Cc2cccs2)c(C(=O)O)cc1OC	8	-2	-1.4	2	nt	-12	-1	-14
Cc1nc2ccccn2c1C(=O)N/N=C/c1cc(C)n(-c2ccc(Cl)cc2)c1C	3	1	nt	8	-1	-4	-8	nt
COc1cc(-c2noc(C)c2-c2ccc(N(C)C)nc2)cc(OC)c1OC	-1	nt	2.9	nt	-59	10	6	-2
Cc1ccc(C(=O)N/C(=C\c2ccco2)C(=O)N2CCOCC2)cc1C	-5	nt	4.6	nt	nt	7	-14	14
O=C1C2ON(c3ccccc3)C(c3cccnc3)C2C(=O)N1c1ccccc1 (stereo unspecified)	-1	-17	nt	1	nt	2	1	6
NC(=S)Nc1cc2ccccc2c2ccccc12	2	3	nt	-4	-67	-2	-1	nt
O=C(CSc1nc2nc(-c3cccs3)cc(C(F)(F)F)c2c(=O)[nH]1)C(F)(F)F	1	16	4.1	-4	4	4	-1	11
Cc1cc(C)c2c(N)c(S(=O)(=O)Cc3ccccc3)sc2n1	7	0	nt	6	nt	nt	1	nt
Oc1ccc(-c2[nH]ncc2-c2ccc(Cl)cc2)c(O)c1	-3	nt	nt	5	-2	-4	-1	nt
COc1ccc(CN(C)C(=O)CCN2C(=O)c3ccccc3C2=O)c(OC)c1OC	3	nt	-2.0	nt	4	-1	-4	14
NC(=O)[C@@H]1CCNc2c(I)cc([N+](=O)[O-])cc2C(=O)N[C@@H](CCC(=O)O)C(=O)N[C@@H](CO)C(=O)N1	4	nt	nt	-3	8	nt	5	nt
Cc1cccc(Cn2c(=O)n(CCCC(=O)NCc3ccco3)c(=O)c3ccccc32)c1	0	-9	nt	66	nt	nt	-2	5
CCCC#Cc1ccc2c(c1)O[C@H](CN(C)CC1CCOCC1)[C@@H](C)CN([C@H](C)CO)S2(=O)=O	1	-5	-1.0	21[16.7 µM]	-24	nt	3	6
CC(C)c1ccc(NC(=O)NC2CCCCC2)cc1	-5	3	-6.2	25	nt	nt	3	4
Cn1c(SCc2ccc(Cl)cc2)nnc1C1CC1	nt	4	0.0	4	4	9	nt	7
O=C(CCCCCn1c(=S)[nH]c2cc3c(cc2c1=O)OCO3)N1CCN(C2CCCCC2)CC1	0	-4	nt	1	4	-1	nt	nt

By substructure: those above with fluorine (two)
SMILES	Cneo AK release	PGC1a acetyl inh	CFTR F508del cor	miR-122 sensor	Statin myotox sup	FN deposit inh	PglD DTNB	GSIS activator
O=C(N[C@H]1CC[C@H](CCNS(=O)(=O)c2ccc(F)cc2)O[C@H]1CO)C1CC1	0	-4	-2.0	nt	5	-10	-1	15
O=C(CSc1nc2nc(-c3cccs3)cc(C(F)(F)F)c2c(=O)[nH]1)C(F)(F)F	1	16	4.1	-4	4	4	-1	11

Going on with the list.
SMILES	Cneo AK release	PGC1a acetyl inh	CFTR F508del cor	miR-122 sensor	Statin myotox sup	FN deposit inh	PglD DTNB	GSIS activator
Cc1ccc2[nH]c(-c3cccc(N)c3)cc2c1	0	-3	nt	0	5	-6	0	nt
Cc1ccc2cc(CN(CC3CCCO3)C(=O)NC3CCCCC3)c(=O)[nH]c2c1C (stereo unspecified)	1	0	nt	11	-5	nt	5	nt
COc1ccc(NC(=O)c2ccc(NC(=O)c3ccco3)cc2)c(OC)c1	-5	nt	0.2	nt	10	2	4	21
Cc1cc(C(c2ccc(O)cc2)c2cc(C)c(O)cc2C)c(C)cc1O	5	-5	-2.6	6	-3	-1	2	9
COc1cccc(-n2nc3c(=O)n(Cc4ccccc4Cl)nc(C)c3c2C)c1	1	1	2.1	1	nt	2	-1	13
C[C@@H]1CN([C@@H](C)CO)C(=O)Cc2cc(NC(=O)Nc3ccccc3)ccc2O[C@H]1CN(C)S(C)(=O)=O	-3	5	0.1	2[16.7 µM]	19	nt	6	18
N#C/C(=C(/O)c1cc2ccccc2o1)c1nc2ccccc2s1	0	?	-1.9	5	-93	3	4	-22
CCC(=O)Nc1ccc(C(=O)NNC(=O)c2cc(OC)c(OC)c(OC)c2)cc1	nt	nt	-0.9	-4	nt	-3	nt	0
CN1CCN(C(=O)C[C@H]2CC[C@H]3[C@@H](COC[C@@H](O)CN3C(=O)Cc3ccccc3)O2)CC1	2	5	1.2	-7[16.7 µM]	-3	-6	1	6
CC(C)N(Cc1cnn(C)c1)Cc1nc(-c2ccc(Cl)cc2)no1	-1	7	0.5	1	11	-9	-2	-12
Cc1ccc(S(=O)(=O)N(C)C[C@@H]2Oc3cc(C#Cc4ccncc4)ccc3S(=O)(=O)N([C@H](C)CO)C[C@H]2C)cc1	-11	?	-1.9	15[16.7 µM]	-26	9	-14	7
CC(=O)c1ccccc1NC(=O)Cn1c(=O)cnc2ccccc21	2	nt	1.7	0	13	-5	3	-1
CCn1c(CNC(=O)c2cc(OC)c(OC)c(OC)c2)cc2cc(C)ccc21	0	1	-2.9	2	-13	-1	1	15
O=S(=O)(NCc1cccnc1)c1ccc2c(c1)OCCO2	0	3	nt	nt	-8	nt	0	nt
Cc1ccc(Cl)c2sc(NC(=O)C3=COCCO3)nc12	-12	-2	-0.2	5	0	nt	1	-2
Cc1cc(C)c2c(=O)c3c(oc2c1)C(=O)N(CCO)C3c1cccc(O)c1 (stereo unspecified)	2	-35	nt	-1	-2	-1	1	nt
CC(C)CCN1C(=O)c2ccc(C(=O)N3CCCCC3)cc2C1=O	-1	nt	-2.5	-6	5	-3	-1	-7
CCOC(=O)N1CCN(C(=O)C2CCN(S(=O)(=O)c3c(C)cc(C)cc3C)CC2)CC1	0	nt	nt	-24	-1	-5	-1	nt
COc1cccc(-c2cn(CC[C@H]3CC[C@H](NC(=O)CC4CC4)[C@@H](CO)O3)nn2)c1	3	-7	0.7	nt	11	-3	-2	3
C=CCSc1nnc(CNC(=O)c2ccc(Cl)cc2)n1CC	nt	nt	-1.0	0	7	-12	nt	-1
CCc1nc2ccc(C(=O)N3CCN(c4ccccc4)CC3)cn2c1N(C)CCC(C)C	31	5	6.3	-4	48	-1	6	-6
Cc1ccc(N(Cc2cc(=O)[nH]c3ccccc23)C(=O)CCl)cc1	1	nt	1.3	nt	-33	-10	-3	8
CN(Cc1ccccc1)C1=CC(=[N+]2CCCCC2)CC(C)(C)C1	0	-1	1.1	-27	-775	-9	1	-46
CC(C)(C)OC(=O)N1CCC[C@@H]1CO	-2	-12	nt	1	-5	nt	0	nt
C[C@@H]1CN([C@@H](C)CO)C(=O)c2cc(C3=CCCC3)cnc2O[C@@H]1CN(C)C(=O)Nc1cccc(F)c1	-3	-131	0.3	3[16.7 µM]	12	-12	3	-17
CCCNC(=O)Nc1ccc2c(c1)C(=O)N(C)C[C@@H](OC)[C@H](C)CN(Cc1cccnc1)[C@H](C)CO2	5	2	-1.7	nt	-4	8	0	10
CCOC(=O)c1ccc(-c2ccc(-c3cc(=O)oc4cc(OC)c(OC)c(OC)c34)cc2)cc1	2	nt	0.5	nt	8	nt	3	21
CC1=NN(C(=O)c2ccccc2Br)C(O)(c2ccc(Cl)cc2)C1 (stereo unspecified)	0	nt	1.0	1	53	0	13	2
CCCCn1c(SCC(=O)NC(C)(C)C)nnc1-c1ccco1	0	-10	-0.5	3	-2	nt	2	-12
Cc1ccc(-n2nc(C(=O)O)cc2-c2ccccc2)cc1	-3	-66	nt	0	29	-9	8	2
NC(=S)NN=C1CCC(C2CCCCC2)CC1 (stereo unspecified)	13	10	4.8	nt	-26	-11	-1	18
Cc1cccc(-n2ncc3c(N4CC(C)CC(C)C4)ncnc32)c1 (stereo unspecified)	-6	-14	0.2	-6	-14	6	3	nt
CC(=O)N1[C@H](CO)[C@H](c2ccc(-c3cccc(F)c3)cc2)[C@H]1CNC(=O)C1CC1	-1	9	1.5	29[16.7 µM]	12	-15	3	-3
COc1ccc(CN(C)C[C@H]2Oc3ccc(NC(=O)Nc4c(C)noc4C)cc3C(=O)N([C@@H](C)CO)C[C@H]2C)cc1	-3	-2	-2.9	3[16.7 µM]	6	-5	3	2
C[C@H](CO)N1C[C@H](C)[C@H](CN(C)S(=O)(=O)c2ccc(F)cc2)Oc2ccc(NS(=O)(=O)c3cccs3)cc2CC1=O	1	5	2.1	0[16.7 µM]	-24	1	3	-4
CCc1nc(N2CCOCC2)c(C#N)c2c1CCCC2	3	-4	nt	-5	nt	nt	-4	nt
CCCn1nc2cc(C(=O)NCc3ccccc3OC)ccc2c1OCC	1	1	0.5	1	3	2	3	12
COc1ccccc1N1CC(C(=O)OC(C)C(=O)N2CCCc3ccccc32)CC1=O (stereo unspecified)	1	6	nt	-9	1	-11	0	nt
CC(C)c1nnc(NC(=O)COc2ccc3ccccc3c2)s1	1	nt	4.0	0	-4	19	5	5
CC1(C)C2CCC1(CS(=O)(=O)N1CCCc3ccccc31)C(=O)C2 (stereo unspecified)	-4	-31	nt	7	3	nt	-4	nt
CS(=O)(=O)c1ccccc1-c1nnc(NC(=O)Cc2ccccc2)o1	0	-14	-5.2	-1	-6	0	-2	nt
CC1CCCN(C(=O)c2ccc3nc[nH]c3c2)C1 (stereo unspecified)	3	-6	nt	-14	-12	-10	1	nt
O=C(O)c1cc(-c2ccccc2)on1	-1	7	nt	-2	10	nt	4	11
